Compound activity from PubChem.
Wnt bcat act: activators of Wnt/beta-catenin signaling | activation, % at 9.35 µM | AID 743398 | Wnt/beta-catenin reporter cell assay, activator, plate reader | 1.2% of 300,000 active; in the data active = activation above about 30%, passing the limit was not always enough;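 note: 0% = neutral control wells and 100% = positive control wells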
MITF act: MITF TRPM1 promoter activation in melanoma cells. SK-MEL-5 TRPM1-promoter luciferase, 24 h; % of positive control, neutral wells = 0. activation, % at 12.5 µM. 0.75% of 300,000 active. AID 588334;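 active = mean activation of at least 80% with every replicate also reaching 80%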;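 note: 0% = neutral control wells and 100% = parthenolide positive control wells; values of inactives mirror those of a sister screen read the other way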
Rtt109 HAT inh: C. albicans Rtt109 histone acetyltransferase inhibition; Q5AAJ8; purified Rtt109/Vps75, ThioGlo CoA-SH fluorescence, 4 h; inhibition, % at 34.9 µM; 0.16% of 330,000 active; AID 540336;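 active = inhibition of at least 50% in every replicate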
SR-BI DiI inh: blocks mouse SR-BI lipid uptake from DiI-HDL. Q61009. ldlA[mSR-BI] CHO cells, DiI-HDL uptake fluorescence, 3 h. inhibition, % at 12.5 µM. 0.96% of 320,000 active. AID 488896;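 active = mean replicate inhibition of at least 70% and a set share of replicates each scoring 70 or more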;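 note: 0% = median of neutral control wells and 100% = median of positive control wells; values of inactives mirror those of a sister screen read the other way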
HTR5A ag: counter-screen for OPRM1-OPRD1 agonists: human HTR5A agonism; P47898; HTR5A agonist assay, luminescence, cell-based; activation, % at 9.3 µM; 0.61% of 340,000 active; AID 504692; in the data active = activation mostly above about 9.5%, no sharp cut-off; inactive = mostly below about 7.6%;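 note: 0% = cells with vehicle only and 100% = reference agonist; strong numbers were not always called active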
Target sequence (P47898 whole entry, looked up): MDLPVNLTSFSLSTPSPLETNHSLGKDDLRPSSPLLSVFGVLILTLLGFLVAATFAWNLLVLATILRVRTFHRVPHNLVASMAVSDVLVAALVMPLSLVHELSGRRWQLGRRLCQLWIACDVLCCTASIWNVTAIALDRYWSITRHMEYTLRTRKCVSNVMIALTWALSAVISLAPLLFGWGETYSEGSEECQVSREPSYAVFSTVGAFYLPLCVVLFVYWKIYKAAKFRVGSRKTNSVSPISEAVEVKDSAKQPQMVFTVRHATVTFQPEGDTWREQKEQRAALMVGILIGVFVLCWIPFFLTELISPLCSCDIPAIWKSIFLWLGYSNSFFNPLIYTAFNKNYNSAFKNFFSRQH
CDK5 p35 inh: inhibitors of human CDK5/p35 kinase | inhibition, % at 10 µM | Q00535+Q15078 | Recombinant CDK5/p35, ADP-Glo luminescence, 60 min | AID 488839 | 0.01% of 330,000 active;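 active = highest replicate inhibition of at least 50% and at least 75% of replicates reaching 50%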;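 note: plate controls were DMSO neutral control for no effect and GW8510 at 10 µM for full effect; many of its hits are not listed in these tables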
Target sequence (Q00535 whole entry, looked up): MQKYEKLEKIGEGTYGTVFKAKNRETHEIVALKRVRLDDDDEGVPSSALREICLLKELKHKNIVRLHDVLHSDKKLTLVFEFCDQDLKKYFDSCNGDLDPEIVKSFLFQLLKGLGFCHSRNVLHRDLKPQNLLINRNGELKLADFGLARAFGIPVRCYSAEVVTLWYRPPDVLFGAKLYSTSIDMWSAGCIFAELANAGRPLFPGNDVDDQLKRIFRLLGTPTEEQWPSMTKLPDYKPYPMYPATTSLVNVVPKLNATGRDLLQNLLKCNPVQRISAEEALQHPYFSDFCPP
Target sequence (Q15078 whole entry, looked up): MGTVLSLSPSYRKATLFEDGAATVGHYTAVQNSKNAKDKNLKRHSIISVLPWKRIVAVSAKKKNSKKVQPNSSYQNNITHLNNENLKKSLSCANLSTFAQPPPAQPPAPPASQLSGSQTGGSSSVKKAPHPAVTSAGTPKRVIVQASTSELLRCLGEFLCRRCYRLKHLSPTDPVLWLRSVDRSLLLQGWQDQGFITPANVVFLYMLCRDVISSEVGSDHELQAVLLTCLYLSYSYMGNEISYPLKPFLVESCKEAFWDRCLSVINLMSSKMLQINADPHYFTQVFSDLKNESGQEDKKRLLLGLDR
PvdQ acylase: P. aeruginosa PvdQ acylase inhibition. AID 488965. purified PvdQ acylase, fluorescence plate reader. inhibition, % at 10 µM. 0.063% of 340,000 active; in the data active = inhibition above about 30%, passing the limit was not always enough;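 note: 0% = vehicle neutral wells and 100% = reference inhibitor wells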
dFosB act: mouse delta FosB homodimer activation | AID 493131 | 0.99% of 340,000 active | activation, % at 25 µM | purified delta FosB, TAMRA-CDK5 oligo fluorescence polarization; percent of positive-control signal above neutral wells;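 active = mean activation above about 17%, with every replicate also reaching it, limit read from the data, passing the limit was not always enough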;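 note: fluorescence polarization rise as delta FosB binds a TAMRA Cdk5 AP-1 oligo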
SR-BI uptake up: enhances SR-BI lipid uptake from DiI-HDL. CHO ldlA[mSR-BI] cells, DiI-HDL uptake fluorescence, 3 h; 100 = double the neutral-control signal. activation, % at 12.5 µM. 0.096% of 320,000 active. AID 504775;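 active = mean replicate activation of at least 60% and every replicate at or above 60%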;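 note: 0% = median plate neutral-control signal and 100% = twice that signal; values of inactives mirror those of a sister screen read the other way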
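Material – SR-BI-overexpressing, LDLR-lacking CHO cells · Medium – BSA-supplemented, HEPES-buffered Ham's F12, pH 7.4 · Doses – single concentration · Times – compound with DiI-HDL co-incubation, 3 h at 37 °C · Measured by – bottom-read fluorescence, 550/595 nm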
cardiac RTF act: cardiac RTF calcium sensitization; P19429+P45379; IANBD-labeled TnC RTF fluorescence at EC20 calcium; 0% EC20 calcium, 100% full calcium; activation, % at 7.2 µM; 0.24% of 340,000 active;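 active = activation above the mean over all tested compounds plus 3 SD, cut at about 30% in these data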;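 note: rise in fluorescence read as greater calcium sensitivity of cardiac thin filaments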
Active calls of the source: *; nt = no result given. Hits appear at their usual frequency (roughly 4.4% active in at least one column).

Preview, eight compounds:
No.	Compound	Wnt bcat act	MITF act	Rtt109 HAT inh	SR-BI DiI inh	HTR5A ag
1	O=S(=O)(c1ccc(NC(=S)NCc2ccc(F)cc2)cc1)N1CCOCC1	-5	-3	22	19	4
2	CCOC(=O)C(C(=O)OCC)=C1OC(=O)c2ccccc21	-7	-18	-2	-12	-1
3	COc1ccc(S(=O)(=O)N2CCC(C(=O)NC3CCCCC3)CC2)cc1C	-4	3	-17	-9	2
4	COc1ccc(S(=O)(=O)N2CCOCC2)cc1NC(=O)CSc1ncnc2ccccc12	-5	-7	-4	-24	-2
5	O=[N+]([O-])c1ccc(N2CCN(Cc3ccccc3)CC2)nc1	-10	-2	2	-6	-2
6	S=c1[nH]nc(-c2cccnc2)n1-c1ccccc1	0	1	3	-14	0
7	C[C@@H](O)c1nc2ccccc2n1N	-3	-14	-2	8	3
8	OC(CN1CCN(c2ccccn2)CC1)Cn1c2ccccc2c2ccccc21 (stereo not drawn)	-2	4	-3	31	0

No.	CDK5 p35 inh	PvdQ acylase	dFosB act	SR-BI uptake up	cardiac RTF act
1	-2.0	-2	-3	nt	-2
2	-1.2	-10	-6	12	2
3	0.6	-16	-12	9	3
4	2.3	8	-2	24	3
5	-3.4	-7	4	6	4
6	0.5	-9	-4	14	-2
7	-0.7	-15	-2	-8	1
8	-2.0	3	3	-31	3

The listing, from the start:
No.	Compound	Wnt bcat act	MITF act	Rtt109 HAT inh	SR-BI DiI inh	HTR5A ag
1	O=S(=O)(c1ccc(NC(=S)NCc2ccc(F)cc2)cc1)N1CCOCC1	-5	-3	22	19	4
2	CCOC(=O)C(C(=O)OCC)=C1OC(=O)c2ccccc21	-7	-18	-2	-12	-1
3	COc1ccc(S(=O)(=O)N2CCC(C(=O)NC3CCCCC3)CC2)cc1C	-4	3	-17	-9	2
4	COc1ccc(S(=O)(=O)N2CCOCC2)cc1NC(=O)CSc1ncnc2ccccc12	-5	-7	-4	-24	-2
5	O=[N+]([O-])c1ccc(N2CCN(Cc3ccccc3)CC2)nc1	-10	-2	2	-6	-2
6	S=c1[nH]nc(-c2cccnc2)n1-c1ccccc1	0	1	3	-14	0
7	C[C@@H](O)c1nc2ccccc2n1N	-3	-14	-2	8	3
8	OC(CN1CCN(c2ccccn2)CC1)Cn1c2ccccc2c2ccccc21 (stereo not drawn)	-2	4	-3	31	0

No.	CDK5 p35 inh	PvdQ acylase	dFosB act	SR-BI uptake up	cardiac RTF act
1	-2.0	-2	-3	nt	-2
2	-1.2	-10	-6	12	2
3	0.6	-16	-12	9	3
4	2.3	8	-2	24	3
5	-3.4	-7	4	6	4
6	0.5	-9	-4	14	-2
7	-0.7	-15	-2	-8	1
8	-2.0	3	3	-31	3

Carrying on.
No.	Compound	Wnt bcat act	MITF act	Rtt109 HAT inh	SR-BI DiI inh	HTR5A ag
9	COc1ccc(CC(=O)Nc2cc3oc4ccccc4c3cc2OC)cc1	nt	59	-3	50	-1
10	Cc1cccc(-n2cnc(C(=O)N/N=C\c3ccc(Br)cc3)c2)n1	nt	-6	2	20	-3
11	N#Cc1nc(-c2ccc(OCc3ccccc3)cc2)oc1NCCCn1ccnc1	nt	10	5	6	0
12	O=C(CCN1CCN(Cc2ccccc2)CC1)Nc1ccccc1Cl	-1	-4	4	-24	2
13	COc1ccc(N(CC(=O)Nc2ccc(F)c(Cl)c2)S(=O)(=O)c2c(C)noc2C)cc1	-8	9	2	-1	-3
14	COc1cc(C(=O)NCc2cn3ccccc3n2)cc(OC)c1OC	-2	12	-10	-18	-3
15	CC1(C)CC2CC(C)(CN2CC(O)c2ccccc2)C1 (stereo not drawn)	17	5	1	-15	2
16	COc1ccc(N2CC(NS(=O)(=O)c3ccc4ccccc4c3)CC2=O)cc1 (stereo not drawn)	-1	-1	18	10	0

No.	CDK5 p35 inh	PvdQ acylase	dFosB act	SR-BI uptake up	cardiac RTF act
9	1.3	-10	-9	-50	2
10	1.1	-8	3	-20	1
11	-0.5	-6	-7	-6	-4
12	-0.4	-10	-4	24	-2
13	-0.2	7	28*	1	-1
14	1.1	6	-14	18	-6
15	1.0	12	-7	15	-2
16	-0.1	-6	-17	-10	-2

New compounds follow.
No.	Compound	Wnt bcat act	MITF act	Rtt109 HAT inh	SR-BI DiI inh	HTR5A ag
17	Cc1ccc(C)c(NC(=O)CSc2sc3c(O)cc(=O)[nH]c3c2C#N)c1	-3	3	-5	nt	1
18	CCOC(=O)c1c2c3c(cccc3n(C)c1=O)C(=O)c1ccccc1-2	1	nt	-1	-15	1
19	CC(C)CN1CCN(Cc2nc(C(C)C)cs2)CC1CCO (stereo not drawn)	-2	-5	12	-4	11*
20	COC(=O)CCc1c(C)c(C(=O)c2cc(F)c(F)c(F)c2F)c2ccccn12	-1	-11	-1	15	-2
21	Cn1ncc([N+](=O)[O-])c1C(=O)N1CCCCCC1	0	4	-2	-18	3
22	COc1ccc(/C=N\NC(=O)c2sc(N)nc2C)cc1OC	nt	-2	7	-4	-2
23	Cn1c(=O)c2[nH]c(=O)cnc2n(C)c1=S	5	-8	10	-25	0
24	O=C(CSc1c2c(nc3ccc(Cl)cc13)CCCC2)N1CCN(C(=O)c2ccco2)CC1	2	-56	-88	nt	-1

No.	CDK5 p35 inh	PvdQ acylase	dFosB act	SR-BI uptake up	cardiac RTF act
17	-1.5	2	6	nt	-6
18	2.0	8	-10	15	3
19	1.7	12	-6	4	-2
20	-4.1	-18	-10	-15	18
21	-0.1	-13	1	18	-3
22	0.5	1	7	4	2
23	2.1	0	0	25	0
24	-0.8	-6	-15	nt	-2

Other compounds follow.
No.	Compound	Wnt bcat act	MITF act	Rtt109 HAT inh	SR-BI DiI inh	HTR5A ag
25	Cc1ccccc1OCCC(=O)Nc1ccc2c(C)cc(=O)oc2c1	0	5	-33	36	2
26	Cc1ccc(CNS(=O)(=O)c2cn(C)cn2)cc1	2	9	5	4	7
27	Brc1c(OCCOCCn2cncn2)ccc2ccccc12	10	41	4	22	1
28	CS(=O)(=O)c1ccc2nc(NC(=O)c3cccc(NS(=O)(=O)c4ccc(F)c(F)c4)c3)sc2c1	14	-4	20	0	9
29	CCOc1ccccc1/C=N/NC(=O)CNC(=O)COc1ccccc1	-3	-6	-7	32	1
30	CC(OC(=O)c1cccc(S(=O)(=O)N2CCN(C)CC2)c1)C(=O)Nc1ccc(C(N)=O)cc1 (stereo not drawn)	-4	-2	-10	-15	-2
31	CCc1nnc(NC(=O)C(CC)CC)s1	0	10	-10	-8	0
32	COc1ccc(CCNC(=O)COC(=O)/C=C/c2ccc(OCC#N)c(OC)c2)cc1	-1	7	-1	3	2

No.	CDK5 p35 inh	PvdQ acylase	dFosB act	SR-BI uptake up	cardiac RTF act
25	0.3	-5	-1	-36	-5
26	-1.1	-14	2	-4	1
27	-6.5	-17	-1	-22	11
28	-1.7	-4	29*	0	1
29	0.7	-7	-10	-32	8
30	0.5	-3	-4	15	2
31	0.5	-15	-6	8	15
32	0.6	-13	-11	-3	8

(next part)
No.	Compound	Wnt bcat act	MITF act	Rtt109 HAT inh	SR-BI DiI inh	HTR5A ag
33	CC(C)(C)Nc1nc(Cl)nc(NC(C)(C)C)n1	nt	1	-2	-20	0
34	COc1ccc(N2CCN(c3nc4c(c(=O)[nH]c(=O)n4C)n3Cc3cccc(C)c3)CC2)cc1	nt	8	-6	10	1
35	Cn1nc(-c2ccccc2)cc1NC(=O)c1cccs1	16	12	5	29	0
36	NC(=O)COC(=O)c1c2c(nc3ccccc13)CCCC2	-1	-14	-6	-9	-3
37	COc1cc(/C=C/C(=O)OCc2csc(CC(=O)Nc3ccc(C)cc3)n2)ccc1OCC#N	1	nt	14	31	-7
38	COc1cc2c(cc1OC)CN(C(=O)c1cc(S(=O)(=O)N3CCCCC3)ccc1Cl)CC2	3	-7	10	16	2
39	COc1ccc2nc(N(Cc3ccccc3)C(=O)CCNC(C)=O)sc2c1	-1	13	2	43	6
40	Cc1cc(N/N=C/c2c[nH]c3ccccc23)c2ccccc2n1	0	-14	7	1	-1

No.	CDK5 p35 inh	PvdQ acylase	dFosB act	SR-BI uptake up	cardiac RTF act
33	-1.1	0	3	20	0
34	0.5	-8	-8	-10	2
35	-1.0	-14	1	-29	5
36	-0.6	-8	-2	9	10
37	-0.9	4	3	-31	2
38	-0.5	5	-9	-16	3
39	0.2	-8	-5	-43	-2
40	1.7	0	-8	-1	8

Additional results follow:
No.	Compound	Wnt bcat act	MITF act	Rtt109 HAT inh	SR-BI DiI inh	HTR5A ag
41	Cc1ccc2[nH]c(=O)c(CN(Cc3cccs3)Cc3nnnn3Cc3ccccc3)cc2c1	-2	-4	nt	-11	-7
42	CC(C)CC(=O)NC(=S)Nc1cccc(NC(=O)c2ccccc2)c1	-1	-12	7	31	-5
43	CCO[C@@H]1OC(C(=O)NCc2nc3ccccc3[nH]2)=C[C@H](C)[C@H]1CCCO	-4	4	4	-5	2
44	O=C(NCCCN1CCCC1=O)c1cc(NS(=O)(=O)c2ccc(F)cc2)cc(NS(=O)(=O)c2ccc(F)cc2)c1	-3	nt	-2	7	2
45	O=C(c1cc2ccccc2cc1O)N1CCN(c2ccccc2O)CC1	-1	-21	10	25	4
46	CC1(C(=O)N2CC3(CC(c4cccc([N+](=O)[O-])c4)=NO3)C[C@H]2C(=O)NCC(N)=O)CC1 (stereo partly drawn)	-4	3	-16	-13	10
47	COc1cc(C2CC(=O)c3c([nH]c(C(=O)OCCOC(C)C)c3C)C2)cc(OC)c1OC (stereo not drawn)	-5	-41	10	82*	4

No.	CDK5 p35 inh	PvdQ acylase	dFosB act	SR-BI uptake up	cardiac RTF act
41	0.8	-7	-7	11	-7
42	0.0	-7	-11	-31	-9
43	0.7	1	-3	5	-3
44	0.1	-16	-7	-7	-4
45	1.9	-4	-7	-25	-8
46	-0.7	-5	9	13	-7
47	-1.7	8	-2	-82	4
